INS-1E GSIS act – primary screen for activators of insulin secretion dependent on glucose, INS-1E cells, GLuc reporter luminescence; INS-1E GLuc reporter insulin secretion, 2-3 h; activation, % at 16.6 µM; 370,000 compounds, 0.61% hits; AID 743287;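 active = lowest replicate activation of at least 40%, so every replicate reaches that level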;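 also: 0% = median of neutral control wells and 100% = median of IBMX positive control wells; some compounds called inactive have numbers as strong as hits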
ARNT TACC3 PPI – disruptors of human ARNT/TACC3 interaction. Q9Y6A5. AlphaScreen His-ARNT PAS-B/GST-TACC3 binding, luminescence; TACC3 fragment carries E629A point mutation. inhibition, % at 9.99 µM. 390,000 compounds, 0.66% hits. AID 623870;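 active = mean inhibition of replicates at least 50% and at least half of replicates each reaching 50%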;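 also: 0% = complete ARNT plus TACC3 wells and 100% = ARNT alone without TACC3; many hits fall short of the cut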
RAD52 inh – blocks human RAD52 DNA annealing. 360,000 compounds, 0.46% hits. recombinant RAD52 DNA annealing, FRET fluorescence. inhibition, % at 18.7 µM;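 active = every replicate showing at least 50% inhibition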
esBAF inh – inhibitors of esBAF chromatin remodeling in mouse ES cells | Bmi1-luciferase knock-in reporter, 24 h; 100% = twice the neutral-well signal | AID 602393 | reporter increase, % at 12.5 µM | 350,000 compounds, 2% hits; in the data active = activation above about 40%;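 also: 0% = median of the plate's neutral control wells and 100% = double that signal; a rise in the Bmi1 reporter signal indicates esBAF inhibition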
Xi reactivation – activators of X-chromosome reactivation in mouse fibroblasts. 360,000 compounds, 0.055% hits. XiGFP mouse fibroblasts, % GFP-positive cells imaging, 3 d; cells co-treated with 5-aza-dC sensitizer; scaled so ellipticine positive control = 100%. activation, % at 7.58 µM. AID 743238;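 active = mean normalized replicate activation at least 10% and every replicate at or above 10%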;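 also: 0% = median of on-plate neutral control wells and 100% = ellipticine 6 µM median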
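Assay system: SV40-immortalized XiGFP fibroblast cells, line 68-5-11; buffer or medium: DMEM plus 5-aza-dC sensitizer; compound: one concentration, pinned; timing: compounds 3 days, fix/stain 15 min at room temperature; benchmarks: positive control ellipticine, 6 µM final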
ERAP1 inh – blocks human ERAP1 aminopeptidase activity | 340,000 compounds, 0.15% hits | inhibition, % at 10.7 µM | recombinant ERAP1, Leu-AMC fluorescence, 60 min | Q9NZ08;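 active = mean replicate inhibition of at least 30%, or all replicates individually reaching that 30% level; inactive = mean below 30% and not every replicate reaching it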;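 also: 0% = neutral control wells and 100% = L-leucinethiol positive control wells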
RAD54 branch – RAD54 (human) branch migration inhibition | 360,000 compounds, 0.14% hits | inhibition, % at 10.4 µM | AID 602329 | RAD54 Holliday junction branch migration, FAM/BHQ fluorescence;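 active = mean normalized replicate activity at least 40 and at least half of replicates scoring 40 or more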;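 also: 0% = median of neutral control wells and 100% = median of positive control wells; inhibitors cause a drop in the FAM fluorescence signal; in these data hits start at about 50%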
Target sequence (Q92698 whole entry, looked up): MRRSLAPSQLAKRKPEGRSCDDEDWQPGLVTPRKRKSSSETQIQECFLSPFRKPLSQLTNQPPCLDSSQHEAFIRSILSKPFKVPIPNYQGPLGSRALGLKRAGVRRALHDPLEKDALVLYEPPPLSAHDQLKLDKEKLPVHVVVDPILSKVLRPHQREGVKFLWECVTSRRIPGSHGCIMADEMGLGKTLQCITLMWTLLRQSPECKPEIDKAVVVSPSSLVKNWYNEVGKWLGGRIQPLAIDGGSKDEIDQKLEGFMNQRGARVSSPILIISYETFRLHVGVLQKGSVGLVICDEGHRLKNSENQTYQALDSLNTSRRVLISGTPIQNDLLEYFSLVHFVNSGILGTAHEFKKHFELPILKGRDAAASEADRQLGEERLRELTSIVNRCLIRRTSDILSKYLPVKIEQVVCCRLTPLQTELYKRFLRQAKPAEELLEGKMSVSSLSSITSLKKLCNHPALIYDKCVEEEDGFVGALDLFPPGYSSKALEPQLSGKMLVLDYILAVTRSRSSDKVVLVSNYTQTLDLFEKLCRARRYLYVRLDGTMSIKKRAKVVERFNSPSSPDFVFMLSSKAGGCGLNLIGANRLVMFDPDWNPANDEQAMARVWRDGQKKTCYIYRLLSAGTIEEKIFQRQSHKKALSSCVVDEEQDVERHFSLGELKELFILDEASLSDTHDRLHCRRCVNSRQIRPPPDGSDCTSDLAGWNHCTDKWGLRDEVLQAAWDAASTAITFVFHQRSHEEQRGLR
CFTR F508del cor – correctors of CFTR F508del function in bronchial epithelial cells. CFBE cells, YFP halide quenching; stimulated with forskolin plus potentiator P3; % fluorescence drop versus neutral controls. activity (quench increase), % at 7.58 µM. 350,000 compounds, 0.36% hits;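 active = mean added fluorescence quench of at least 8% versus neutral control, with both replicates also reaching 8%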;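 also: cells transiently co-express mutant CFTR-F508del with the halide-sensitive YFP; corrector assay measuring rescue of mutant channel to the surface after 24 h compound exposure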
* marks the source's active call; other numbers are inactive results; x = not tested or not shown; & = joins results of further samples.

mol,INS-1E GSIS act,ARNT TACC3 PPI,RAD52 inh,esBAF inh,Xi reactivation,ERAP1 inh,RAD54 branch,CFTR F508del cor
CCCOc1ccc(C(=O)NC(=S)N2C[C@H]3C[C@H](C2)c2cccc(=O)n2C3)cc1,x,-11,-11,8,x,1,-2,2.2
CC(=O)OC1CCC2(C)C(CCC3C4CC(N5CC5)C(C(C)=O)C4(C)CC(=O)C32)C1 (centres undefined),x,29,-8,x,0.0,-1,x,4.2
COC(=O)c1ccc(C(C(=O)NC2CCCCC2)N(CCN2CCOCC2)C(=O)Cc2cccs2)cc1 (centres undefined),16,9,-16,x,0.0,-1,x,-0.2
COc1ccc2c(c1)NP(=S)(c1ccccc1)N2C (centres undefined),x,24,18,20,0.3,2,22,0.7
COC(=O)C1=C(c2c(C)noc2C)C[C@@H]2CC[C@H]1N2C(=O)NC1Cc2ccccc2C1,x,-1,1,-5,0.2,4,4,-1.7
COC(=O)C1=C(c2ccc(-c3ccccc3)c(F)c2)C[C@@H]2CC[C@H]1N2C(=O)N1CCC(O)CC1,3,7,-5,-3,-0.2,x,3,3.1
O=[N+]([O-])c1ccc(N2CCNCC2)cc1N1CCCCC1,10,5,-6,x,0.1,2,x,-1.0
COc1cccc(-n2c(O)c(C=NCc3ccc4c(c3)OCO4)c(=O)[nH]c2=O)c1,20,-4,x,1,x,x,-7,x
CCOS(C)(=O)=O,-6,x,-16,5,x,-8,-18,-3.1
COC(=O)C1=C(c2cccc(C#N)c2)C[C@@H]2CC[C@H]1N2C(=O)NCc1ccc(F)cc1,-20,-14,-8,-1,0.1,-3,1,0.7
CCOC(=O)c1c(-n2c(C)cc(/C=C3\C(=O)NC(=O)N(C)C3=O)c2C)sc2c1CCCC2,-17,-4,x,0,x,x,-15,x
O=c1[nH]c(=O)n(-c2ccc(Br)cc2)c(O)c1C=NCCN1CCCCC1,-1,-6,-228,x,0.0,-2,-6,2.5
CC(C)(C)n1nnnc1C(C1CC1)N1CCC(n2c(=O)[nH]c3ccccc32)CC1 (centres undefined),-23,x,-11,-12,-0.1,x,8,-1.1
CCN1CCN(C(=O)COc2ccc(S(=O)(=O)N3CCOCC3)cc2Cl)CC1,6,-4,-12,2,0.1,-3,-2,1.6
O=[N+]([O-])c1ccc(Cl)cc1,7,x,-11,-7,x,-3,-5,-2.4
COc1cccc2c1N=C1CCCC3CN(C(C)=O)CCC123 (centres undefined),29,-3,-14,-2,0.1,-1,0,0.5
COC(=O)C1=C(c2ccc(OC(F)(F)F)cc2)C[C@@H]2CC[C@H]1N2C(=O)NCc1cc(C)oc1C(F)(F)F,21,25,6,-9,-0.3,x,0,1.9
N#CC(CCN1CCOCC1)(c1ccccc1)c1ccccc1,x,9,2,-4,0.1,-1,0,-2.0
Cc1ccccc1NC(=O)c1cc(-c2ccccc2)n(CCCN2CCOCC2)c1C,0,x,-8,-6,0.0,2,-6,0.6
C/C=C/c1ccc(C2[C@@H]3CN(Cc4cccnc4)C[C@H]2N3)cc1 (some centres undefined),-6&1,x,58*,x,0.0&0.0,1&1,x,0.0&-3.1
COc1c(C)cc(C(=O)C2CCCN(Cc3cccc(O)c3)C2)cc1C (centres undefined),1,-3,-3,-8,0.0,1,-5,2.7
N/C(=N\N=C/c1ccc(-c2ccc(O)c(C(=O)O)c2)o1)N[N+](=O)[O-],31,18,x,5,x,x,-3,x
Clc1ccc(Cl)c(Cl)c1,7,x,6,x,x,5,x,4.1
NCC(=O)c1ccccc1,x,4,-5,67*,0.0,-2,1,-0.8
CCOc1ccc2c(c1)c(C(C)=O)c(C)n2Cc1ccco1,10,-1,-2,6,0.3,0,-1,-1.2
NC(N)=N/N=C/c1cn(-c2ccccc2)nc1-c1cccs1,x,22,88*,x,0.1,-2,x,-0.2
COC(=O)C1=CO[C@@H](C)[C@H]2CN3CC[C@]4(C(=O)Nc5ccccc54)[C@@H]3C[C@H]12,-4,4,-9,0,x,-1,-5,-2.0
O=c1[nH]c2cc(Cl)ccc2n1C1CCN(Cc2ccc(-c3nc4ccccc4nc3-c3ccccc3)cc2)CC1,-5,x,-17,x,0.2,4,x,-1.6
O=C(Cc1ccccc1)N1CCCCN2[C@H](CO)[C@@H](c3ccc(-c4ccccc4)cc3)[C@H]2C1,-9,4,x,x,0.2,x,0,0.6
Nc1cc2nc3ccccc3nc2cc1N,x,3,-61,22,0.0,-2,-10,-2.5
O=C1NCCCCC1(Cl)Cl,x,-6,2,4,-0.1,1,x,2.5
C=CCN1C(=O)NC(=O)/C(=C/c2c(CCN(C)C(=O)c3ccccc3)cc3c(c2OC)OCO3)C1=O,x,-5,-31,3,x,x,5,-1.0
OC[C@H]1Nc2ccc(C#Cc3cccnc3)cc2[C@H]2NCC[C@H]21,5,x,36,x,0.1,1,x,4.2
CSc1ccc(C(=O)C2CCCN(Cc3cnc(SC)nc3)C2)cc1 (centres undefined),-10,x,-23,4,0.3,-2,-4,3.1
Cc1ccc(OCC(=O)N2CCN(Cc3cccnc3)CC2)cc1,4,-9,-21,-4,0.3,-5,-7,-0.3
O=C(Cc1cccnc1)N1CCCCN2[C@H](CO)[C@@H](c3ccc(C#CC4CCCC4)cc3)[C@H]2C1,13,-6,14,-10,0.0,-1,-3,-0.7
CCc1cc(=O)oc2cc(OCC(=O)N3C[C@H]4C[C@@H](C3)c3cccc(=O)n3C4)ccc12,-7,-7,-10,-3,x,0,3,-0.5
COc1ccc(-c2nn(CCC#N)cc2C(=O)Nc2ccc(C(C)=O)cc2)cc1[N+](=O)[O-],21,-11,-6,-4,0.1,1,-1,-3.8
Cc1cccc(C)c1-n1nnnc1C(c1cccs1)N1CCC2(CC1)C(=O)NCN2c1ccccc1 (centres undefined),-14,x,-3,0,0.3,1,5,2.3
COc1ccc(C2c3c(nc(C)[nH]c3=O)Oc3c2c(=O)oc2ccccc32)cc1 (centres undefined),4,x,-5,x,0.2,-3,x,0.2
OC[C@H]1O[C@@H](n2cnc3cc(Cl)c(Cl)cc32)[C@H](O)[C@@H]1O,x,0,-3,-12,0.1,-1,-11,-3.9
CN(C)P(=O)(NC(=O)c1cccn1C)N(C)C,17,-24,-3,x,0.0,-3,x,-0.4
CC1(C)CC(=O)C2=C(C1)NC(=O)C21C(C(=O)OC(C)(C)C)=C(N)Oc2ccc(Br)cc21 (centres undefined),-31,3,-9,5,x,-2,6,x
COC(=O)C(O)(c1ccc(NC(=S)NC(=O)c2ccccc2)cc1)C(F)(F)F (centres undefined),1,13,x,8,x,x,5,x
CC(C)Cc1nnc(NC(=O)CCC(=O)N2CCC3(CC2)OCCO3)s1,-16,-2,-2,x,-0.1,-1,-10,-1.2
COC(=O)C1=C(c2cc3ccccc3s2)C[C@@H]2CC[C@H]1N2C(=O)NC1CCCCC1,x,x,4,2,0.0,6,-5,-1.8
O=C(Cc1ccncc1)N1CCCCN2[C@H](CO)[C@@H](c3ccc(C#CC4(O)CCCC4)cc3)[C@H]2C1,9,11,1,x,0.1,3,-1,-1.9
c1ccc(Cn2ccnc2)cc1,x,-6,-11,3,0.0,0,-10,-2.3
CN1C(=O)C(C)(C2=CCCCC2)C(=O)NC1=S (centres undefined),2,-3,-5,x,0.2,0,x,1.3
O=S(=O)(c1ccc(F)cc1)N1CN2CCN(C2)C1,2,0,-13,-8,0.5,-1,-4,2.0

Going on with the list:
mol,INS-1E GSIS act,ARNT TACC3 PPI,RAD52 inh,esBAF inh,Xi reactivation,ERAP1 inh,RAD54 branch,CFTR F508del cor
COC(=O)C1=C(c2ccc(OC)c(OC)c2)C[C@@H]2CC[C@H]1N2C(=O)NCCOc1ccccc1,-3,-3,-1,2,-0.1,x,2,-1.9
C(=NN1CCCCCC1)c1c[nH]c2ccccc12,-18,0,-20,5,0.3,-4,-1,5.7
COc1ccc(C(=O)C2CCCN(C3CSCCSC3)C2)c(C)c1 (centres undefined),-4,-4,-34,-6,0.0,3,-5,-2.3
COc1cccc(Oc2c(C)oc3cc(OC(=O)N(C)C)ccc3c2=O)c1,-19,-1,x,6,x,x,10,x
CCCCn1nnnc1C(CCSC)N1CCC2(CC1)C(=O)NCN2c1ccccc1 (centres undefined),-34,x,-17,-9,0.1,x,-4,3.6
C[C@@H]1CN([C@@H](C)CO)C(=O)CCCn2nncc2CO[C@H]1CN(C)C(=O)Oc1ccccc1,16&18,-16&-6,-14&2&6,-8&-3&-3,-0.1&0.2,-3&1&2,6&4&1,-3.9&-2.0&0.3
O=c1[nH]c2ccccc2n1C1CCN(C(c2nnnn2C2CCCCC2)C2CC2)CC1 (centres undefined),-1,x,-3,-8,0.2,-2,-2,1.6
CCn1ccnc1CN1CCCC(C(=O)c2cc(F)ccc2OC)C1 (centres undefined),23,0,-13,-2,0.2,-6,4,-2.2
COc1ccc(C(=O)N/N=C/C23CC[C@@H](O)CC2(O)CC[C@@H]2[C@@H]3CCC3(C)C(C4=CC(=O)OC4)CCC23O)cc1 (some centres undefined),20,19,-8,2,-0.1,x,x,-2.8
NP(=O)(OCCCc1ccccc1)Oc1ccc(Cl)cc1 (centres undefined),-10,4,-4,-2,0.0,-1,1,-0.7
Nc1cnn(-c2ccccc2)c(=O)c1Cl,8,21,-5,-3,0.0,2,-16,-0.5
COc1ccc(N2C(=O)NC(=O)/C(=C\c3ccccc3[N+](=O)[O-])C2=O)cc1,11,2,-92,-9,-0.1,0,-3,-0.6
COc1ccc(OCC(=O)N2CCN(C/C=C/c3ccccc3)CC2)cc1,2,x,-5,x,0.0,0,x,7.2
CC/C(=N\NC(=O)c1ccccc1)c1c(O)n(Cc2ccccc2)c(=O)[nH]c1=O,x,x,-162,x,0.1,x,-9,0.6
COc1ccc(CC(C)Nc2cccc(F)c2)cc1 (centres undefined),-9,-3,-5,6,0.0,1,1,0.8
O=C1NC(=O)N(c2ccccc2)C(=O)/C1=C/c1coc2ccc(O)cc2c1=O,-60,7,-62,2,-0.1,4,-10,-0.8
O=C1C=C2C=C[C@@H]3CC2(O1)[C@H]1CCCCN31,2,-3,-16,5,0.0,-1,-15,-3.4
Cc1ncc(C(=O)O)n1C(C)c1ccccc1 (centres undefined),8,x,-10,-4,0.2,2,2,-2.5
BrCC(Br)(Br)Br,-8,x,-9,-5,x,-3,-4,-0.4
COc1cc2c(cc1OC)[C@H]1C(=O)c3ccc4c(c3O[C@H]1CO2)C[C@@H](C(C)(C)O)O4,-37,5,-6,-2,-0.2,0,-6,0.0
O=C(CCN1CCOCC1)Nc1ccc(Br)cc1C(=O)c1ccccc1,9,34,16,-1,0.2,14,5,-1.4
N#CC(C#N)=Cc1ccc(N2CCCC2)cc1,0,-2,-29,0,3.2,10,-5,-3.1
CCCCOC(=O)C1=C(N)OC2=C(C(=O)CC(C)(C)C2)[C@]12C(=O)N(C)c1ccccc12,1,-2,x,4,x,x,6,x

Entries of single compounds from above:
COc1cc2c(cc1OC)[C@H]1C(=O)c3ccc4c(c3O[C@H]1CO2)C[C@@H](C(C)(C)O)O4 in the list: INS-1E GSIS act = -37; ARNT TACC3 PPI = 5; RAD52 inh = -6; esBAF inh = -2; Xi reactivation = -0.2; ERAP1 inh = 0; RAD54 branch = -6; CFTR F508del cor = 0.0
COC(=O)C1=C(c2ccc(OC)c(OC)c2)C[C@@H]2CC[C@H]1N2C(=O)NCCOc1ccccc1 in the list: INS-1E GSIS act = -3; ARNT TACC3 PPI = -3; RAD52 inh = -1; esBAF inh = 2; Xi reactivation = -0.1; ERAP1 inh = x; RAD54 branch = 2; CFTR F508del cor = -1.9

Bioassay records from PubChem BioAssay.

These rows are one share of the data (hit frequency here may not be typical).
